Screening data deposited in PubChem BioAssay by National Center for Advancing Translational Sciences (NCATS).
MBNL1 CUG block: MBNL1-poly(CUG) RNA binding inhibition. TR-FRET MBNL1-His/biotin-(CUG)12 binding, 665/545 ratio. 280,000 tested, 0.036% active. Q9NR56. Potency, µM (top dose mostly 57.5 µM), for inactives: at the highest dose activity change, negative = inhibition, most hits filed as inhibitors; active means well fitted inhibition curve with a large enough effect in the signal ratio, with a control signal flat, not every such curve was filed as active; inconclusive means small, poorly fitted or top-dose-only effect, or effect the other way, or a change in a side signal; inactive means no such curve, though single readings can be large or run the other way; the % refers to the signal ratio; further: on the % scale 0 is the no-effect control and ±100 the full control effect
Target sequence (Q9NR56 whole entry, looked up): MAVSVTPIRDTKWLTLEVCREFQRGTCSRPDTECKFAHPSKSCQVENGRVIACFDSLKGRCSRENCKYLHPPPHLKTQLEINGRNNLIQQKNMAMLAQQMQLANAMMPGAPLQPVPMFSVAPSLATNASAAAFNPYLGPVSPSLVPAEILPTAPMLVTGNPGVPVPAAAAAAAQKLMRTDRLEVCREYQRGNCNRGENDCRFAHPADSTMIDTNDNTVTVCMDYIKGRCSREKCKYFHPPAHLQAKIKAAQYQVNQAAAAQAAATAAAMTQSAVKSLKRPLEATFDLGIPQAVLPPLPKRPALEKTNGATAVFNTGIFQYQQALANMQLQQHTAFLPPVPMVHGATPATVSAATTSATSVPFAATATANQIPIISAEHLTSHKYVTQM
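TR-FRET readout: Ex 340 nm, 665/545 nm emission ratio, normalized to buffer-only (basal) and MBNL1-(CUG)12 controls. Complex of MBNL1-His with Biotin-(CUG)12, compounds 92 nM–58 uM, incubated 60 min at room temperature.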
Gal4-VP16 FLuc: Gal4-VP16 reporter inhibition counter-screen; Potency, µM (top dose mostly 53.6 µM), for the others: top-dose activity, negative = inhibition, usual class: inhibitors; 310,000 tested, 3.5% active; Drosophila S2 Gal4-VP16 UAS-luciferase, luminescence, 20 h;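 further: Gal4-VP16 expression switched on by copper sulfate through the metallothionein promoter; on the % scale 0 is the no-effect control and ±100 the full control effect; nearly all actives have a fitted effect of over 50% in size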
Rab9 prom act: Rab9 promoter activation; 320,000 tested, 2.8% active; Potency, µM (highest dose often 9.22 µM), for the others: at the highest dose activation, negative = inhibition, actives largely listed as activators; Huh7 Rab9 promoter-luciferase reporter, luminescence, 24 h; AID 485297; further: % of control where 0% means no effect; nearly all actives have a fitted effect of over 60% in size
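Huh7 cells stably carrying Rab9 promoter–luciferase reporter, plated 1500 cells/well, compound added after 2 h and incubated 24 h at 37 °C; luciferase luminescence then read after 10 min with detection reagent.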
uPA generation: blocks generation of uPA at the cell surface. Potency, µM (top dose mostly 38.3 µM), for inactives: top-dose activity change, negative = inhibition, hits mostly inhibitors. cell surface uPA generation assay, qHTS. 330,000 tested, 0.31% active; active means well fitted inhibition curve with a large enough effect; inconclusive means small, poorly fitted or top-dose-only effect; inactive means no such curve, though single readings can be large or run the other way; tested in mouse RAW 264.7 cells; further: on the % scale 0 is the no-effect control and ±100 the full control effect; nearly all actives have a fitted effect of over 55% in size
p53 reactivation: re-activators of mutant p53. H1299 p53-A138V BP100-luciferase reporter, luminescence, 24 h. Potency, µM (highest dose often 92.2 µM), for the others: top-dose activity change, positive = activation, most hits filed as activators. 320,000 tested, 0.063% active; further: % of control where 0% means no effect; nearly all actives have a fitted effect of over 45% in size
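H1299 (p53-null), stable ts p53-A138V + BP100-Luc; 1000 cells/well, Opti-MEM/10% FBS; cpd 4 pt, 1:5; 24 h, 37 deg C, 5% CO2; detection reagent 10 min RT; luminescence.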
BRCA1 expr up: BRCA1 expression activation; 380,000 tested, 1.1% active; Potency, µM (top dose mostly 46.1 µM), inactives show at the top dose activation, usual class: activators; AID 624202; MCF7-BRCA1-FFLuc reporter, luminescence, 48 h; response scale: scaled: vehicle 0%, 10 µM genistein 100%; further: nearly all actives have a fitted effect of over 80% in size; some results filed as inactive show a strong effect at the top dose
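Using MCF7 cells harboring a BRCA1 firefly luciferase reporter, plated 2 h before compound pinning, the screen measured luminescence after 48 h incubation. Responses were normalized to DMSO and 10 microM genistein, then fitted for concentration-effect.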
FLuc modulator: counter-screen for miR-21 project: firefly luciferase inhibitors or activators; P08659; purified FLuc, Km substrates, luminescence inhibition; Potency, µM (highest dose often 57.5 µM), inactives show top-dose activity change, negative = inhibition, most hits filed as inhibitors; 360,000 tested, 6.9% active;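 further: plate controls were vehicle for no effect and reference inhibitor for full effect; nearly all actives have a fitted effect of over 55% in size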
Target sequence (P08659 whole entry, looked up): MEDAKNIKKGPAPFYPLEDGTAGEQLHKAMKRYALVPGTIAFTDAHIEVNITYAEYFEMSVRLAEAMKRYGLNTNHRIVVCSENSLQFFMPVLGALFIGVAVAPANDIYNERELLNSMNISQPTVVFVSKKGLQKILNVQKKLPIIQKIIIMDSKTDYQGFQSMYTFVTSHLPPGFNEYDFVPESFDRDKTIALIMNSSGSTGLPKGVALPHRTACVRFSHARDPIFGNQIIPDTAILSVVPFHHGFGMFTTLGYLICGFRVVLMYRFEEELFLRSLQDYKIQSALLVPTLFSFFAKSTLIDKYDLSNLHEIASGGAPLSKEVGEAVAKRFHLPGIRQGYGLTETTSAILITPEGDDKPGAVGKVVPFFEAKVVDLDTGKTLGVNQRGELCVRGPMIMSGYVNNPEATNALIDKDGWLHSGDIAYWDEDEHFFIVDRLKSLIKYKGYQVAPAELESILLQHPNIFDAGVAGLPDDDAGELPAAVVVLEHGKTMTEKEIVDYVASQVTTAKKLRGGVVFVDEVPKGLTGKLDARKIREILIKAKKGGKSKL
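Purified P. pyralis luciferase, 10 nM final, with Km-level 10 uM D-luciferin and 10 uM ATP in 50 mM Tris acetate pH 7.5, 10 mM Mg acetate, 0.01% Tween-20, 0.05% BSA; 6-point qHTS titration about 60 µM downward; luminescence read.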
NPC1 promoter act: activators of NPC1 promoter; AID 485313; Potency, µM (titrated, usually from 9.22 µM), inactives show at the top dose activation, most hits filed as activators; 320,000 tested, 2.4% active; Huh7 NPC1 promoter luciferase reporter, 24 h;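 further: % of control where 0% means no effect; nearly all actives have a fitted effect of over 60% in size; reporter is driven by a mutant NPC1 promoter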
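Huh7 cells stably carrying NPC1 promoter–luciferase, plated in Opti-MEM with 10% FBS for 2 h, were exposed to compound in DMSO for 24 h at 37 °C; luciferase reagent was added for 10 min and luminescence read.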
RORgamma inh: blocks mouse ROR gamma transcriptional activity. 310,000 tested, 5.4% active. Drosophila S2 Gal4-RORgamma UAS-luciferase reporter, 20 h. P51450. Potency, µM (doses to about 53.6 µM), without a hit: top-dose activity change, negative = inhibition, usual class: inhibitors; further: on the % scale 0 is the no-effect control and ±100 the full control effect; nearly all actives have a fitted effect of over 60% in size
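Compounds are pin-transferred onto Drosophila Schneider cells expressing a copper-inducible Gal4–ROR gamma transactivation domain fusion. After 1 hr, copper sulfate is added to 700 uM final; luciferase is read 20 hr later.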
ELG1 genotoxic: induces genotoxicity in HEK293T cells with luciferase-tagged ELG1 | HEK293T ELG1-luciferase reporter, luminescence, 16 h | Potency, µM (titrated, usually from 46 µM), without a hit: at the top dose activity change, positive = activation, usual class: activators | 330,000 tested, 1.3% active | AID 504466; further: % of control where 0% means no effect; nearly all actives have a fitted effect of over 60% in size
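Reporter readout depends on ELG1 protein level, which increases with genetic stress. After 16 hr compound exposure at 37 °C, luciferase activity was quantified using ONE-Glo.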
* = called active by the depositor; u = inconclusive; x = not tested or not shown; & = joins results of further samples; [ ] = dose if it differs, or a comment. Unless noted, the call rests on the fitted dose curve; in most records, active means well fitted curve in the direction sought with a large enough effect; inconclusive means small, poorly fitted or top-dose-only effect, or another doubt; inactive means no such curve, though single readings can be large; an effect the other way counts as inactive or inconclusive. Potency means the concentration at half of the fitted maximal effect.

Molecule,NPC1 promoter act,Gal4-VP16 FLuc,uPA generation,FLuc modulator,BRCA1 expr up,RORgamma inh,MBNL1 CUG block,p53 reactivation,ELG1 genotoxic,Rab9 prom act
CCS(=O)(=O)c1nc(S(=O)(=O)c2ccc(Cl)cc2)c(N2CCC3(CC2)OCCO3)s1,-4%,-13%,3%,2%,-7%,3%,-9%,6%,-5%,-4%
CCOc1cc(N2CCOCC2)c(OCC)cc1NC(=O)CN1C(=O)NC2(CCc3ccccc32)C1=O (stereo not given),2%,-3%,3%,10%,-11%,2%,3%,1%,1%,-11%
Cc1nnc(SCC2CCCO2)n1-c1ccccc1 (stereo not given),1%,2%,x,5%,5%,-25%,-1%,-4%,0%,-3%
Nc1nnc(CC(=O)N/N=C/c2cccc([N+](=O)[O-])c2)s1,5%,-2%,-1%,3%,0%,8%,u,-5%,1%,6%
CC1=NN(C(C#N)c2ccccc2O)C(C)(C)C1 (stereo not given),-4%,-6%,0%,0%,1%,2%,-2%,5%,1%,1%
N#Cc1c(-c2ccccc2)cc(-c2ccccc2)[nH]c1=O,2%,5%,9%,0%,-31%,-14%,6%,10%,4%,-4%
CCCn1c(N)c(C(=O)CSc2nnc(C3CC3)n2Cc2ccccc2)c(=O)n(C)c1=O,2%,x,-17%,2%,1%,x,x,-8%,2%,-2%
CCCCCn1c(SCCC(C)C)nc2c1c(=O)[nH]c(=O)n2C,-2%,-7%[0.365 µM],-7%,2%,-85%,-24%,-1%,-12%,-5%,-10%
Clc1ccccc1Oc1cnc2ccccc2n1,1%,2%,x,-20%,24%,20%,7%,27%,4%,-6%
COc1ccc(NC(=O)c2ccc(CNc3c(NC4CCCCC4)c(=O)c3=O)cc2)c(OC)c1,-2%,-3%,6%&13%,0%,-6%&0%,-3%,-7%,0%,9%,3%
O=C(NCC1(c2ccccc2)CCCC1)c1ccccc1Br,3%,4%,2%,3%,-14%,u,-4%,19%,1%,-2%
Cc1cccc(Nc2nc(-c3ccncc3)cs2)c1,1%,19%,u,17µM*,-20%,35%,u,16%,3%,u
Cc1ccc(S(=O)(=O)CCC(=O)OCC(=O)N2CCc3ccccc32)cc1,-7%,-12%,0%,0%,19%,-23%,-6%,-11%,1%,2%
CN1CCN(C(c2cc3cc4c(cc3[nH]c2=O)OCCO4)c2nnnn2C2CCCC2)CC1 (stereo not given),-6%,-2%,x,-1%,x,7%,5%,9%,5%,1%
CCOC(=O)COc1cc(Br)c(C2NC(=O)NC(C)=C2C(C)=O)cc1OCC (stereo not given),-1%,-7%,1%,0%,8%,-16%,-4%,7%,-6%,-1%
COc1ccc(S(=O)(=O)N2CCCCCC2)cc1C(=O)NCCc1ccccc1,-4%,x,u,1%,-2%,x,x,11%,1%,-1%
COc1ccc(OC)c(/C=C/C(=O)OCC(=O)N2C(C)CCCC2C)c1 (stereo not given),x,x,-16%,x,-21%,x,x,2%,-5%,x
CCCOc1ccc(Cc2c(O)nc(SC)[nH]c2=O)cc1,2%,-8%,2%,0%,-32%,6%,-8%,6%,-1%,0%
Cc1cc(COc2ccccc2OCCN2CCN(C)CC2)no1,0%,4%,-3%,0%,-9%,-3%,2%,8%,2%,-9%
Cc1ccc2c(c1)CCCN2C(=O)CSc1ccccc1,5%,7%,-6%,-11%,28%,-19%,8%,-1%,0%,-4%[1.84 µM]
CC1CCN(C(=O)CSc2nnc(-c3ccccc3F)o2)CC1,-3%,-10%,-11%,0%,68%,-3%,-2%,10%,16%,15%
COCCNS(=O)(=O)c1cc(C)c(C)cc1C,-2%,2%,-7%,4%,40%,1%,-12%,0%,0%,-2%
CCC1CCC2(CC1)NC(=O)N(CC(=O)NCc1ccc(Cl)cc1)C2=O (stereo not given),x,x,u,x,-11%,x,x,-7%,-2%,x
CCOC(=O)COc1cc(=O)n(CC)c2ccccc12,-2%,0%,3%,3%,-10%,-25%,-7%,-1%,5%,0%
CCCC(=O)Nc1ccc(NC(=O)c2ccco2)c(OC)c1,u,u,-5%,15µM*,u,17%,5%,u,u,u
Fc1cccc(/C=N/n2c(C3CCCCC3)n[nH]c2=S)c1,-1%,8.9µM*,5%,0%,3%,4µM*,6%,2%,3%,-1%
NS(=O)(=O)c1ccc(CCNc2nc(C(F)(F)F)nc3ccccc23)cc1,-1%,5%,-3%,-1%,-28%,17%,u,-5%,-2%,-13%
COc1cccc(CN(C(=O)c2ccccc2Br)C2CCS(=O)(=O)C2)c1 (stereo not given),1%,2%,-8%,0%,-22%,-34%,-5%,0%,0%,-2%
CC1CCN(C(=S)c2cccc([N+](=O)[O-])c2)CC1,4%,-1%,1%,-6%,-16%,-15%,20%,3%,0%,-3%
CC(C)(C)S(=O)(=O)c1cnc(N2CCCCC2)nc1N,9%,3%,-2%,-11%,54%,22%,x,2%,1%,12%

Other results follow:
Molecule,NPC1 promoter act,Gal4-VP16 FLuc,uPA generation,FLuc modulator,BRCA1 expr up,RORgamma inh,MBNL1 CUG block,p53 reactivation,ELG1 genotoxic,Rab9 prom act
CCOC(=O)C1=C(C)N(c2ccccc2)C(=O)/C1=C\c1ccc(O)c(OC)c1,-4%,-8%,-14%,u,-13%,-15%,12%,-14%,0%,1%
CSc1ccccc1OCc1cc(C(=O)N2CCN(C3CCCC3)C(=O)C2)no1,u,-3%,0%,17µM*,u,39%,-1%,11%,u,u
COc1cc2c(cc1NC(=S)Nc1cccc(C)c1)oc1ccccc12,13%,u,x,2%,-31%,u,-1%,12%,5%,12%
O=C(NO)c1ccccc1O,-3%,-9%,-3%,9%,6%,3%,-3%,2%,-2%,-7%
Cc1ccc(OCC(=O)NCCNC(=O)c2ccc(C)nc2)cc1,0%,4%,1%,-5%,-1%,-13%,4%,3%,0%,5%
COc1cccc(/C(C)=N/Nc2ccc(S(=O)(=O)N3CCCCC3)cn2)c1,0%,x,-21%,1%,-65%,x,x,-2%,-2%,-1%
COc1ccc(CNC(=O)[C@H](C)NC(=O)N2CCn3c2nc2ccccc23)cc1,-1%,-1%,-7%,3%,-5%,10%,-2%,-11%,0%,-9%
CN(C(=S)NC(=O)c1ccc(F)cc1)C1CCCCC1,-5%,1.1µM*,-12%,7%,46%,0.89µM*,-8%,17%,14%,2%
COc1ccc(-n2c(=O)c3ccccc3n(CC(=O)NC3CCCCC3)c2=O)cc1,-3%,-3%,-7%,-1%,0%,6%,-4%,-2%,2%,-9%
COc1ccc(S(=O)(=O)NC(C)C(=O)NCc2ccccn2)cc1Cl (stereo not given),1%,1%,-2%,1%,-6%,-20%,1%,5%,5%,-3%
O=C(NCCC1=CCCCC1)C1CCN(S(=O)(=O)c2ccccc2)CC1,-3%,8%[10 µM],1%,7%,-12%,13%,-3%,-5%,-8%,-6%

Reformatted with values under each structure: entries from further up.
Under each structure – NPC1 promoter act, Gal4-VP16 FLuc, uPA generation, FLuc modulator, BRCA1 expr up, RORgamma inh, MBNL1 CUG block, p53 reactivation, ELG1 genotoxic, Rab9 prom act
- CC1CCN(C(=S)c2cccc([N+](=O)[O-])c2)CC1
  4%, -1%, 1%, -6%, -16%, -15%, 20%, 3%, 0%, -3%
- CC(C)(C)S(=O)(=O)c1cnc(N2CCCCC2)nc1N
  9%, 3%, -2%, -11%, 54%, 22%, x, 2%, 1%, 12%
- CCOC(=O)C1=C(C)N(c2ccccc2)C(=O)/C1=C\c1ccc(O)c(OC)c1
  -4%, -8%, -14%, u, -13%, -15%, 12%, -14%, 0%, 1%
- CSc1ccccc1OCc1cc(C(=O)N2CCN(C3CCCC3)C(=O)C2)no1
  u, -3%, 0%, 17µM*, u, 39%, -1%, 11%, u, u
- COc1cc2c(cc1NC(=S)Nc1cccc(C)c1)oc1ccccc12
  13%, u, x, 2%, -31%, u, -1%, 12%, 5%, 12%
- O=C(NO)c1ccccc1O
  -3%, -9%, -3%, 9%, 6%, 3%, -3%, 2%, -2%, -7%
- Cc1ccc(OCC(=O)NCCNC(=O)c2ccc(C)nc2)cc1
  0%, 4%, 1%, -5%, -1%, -13%, 4%, 3%, 0%, 5%
- COc1cccc(/C(C)=N/Nc2ccc(S(=O)(=O)N3CCCCC3)cn2)c1
  0%, x, -21%, 1%, -65%, x, x, -2%, -2%, -1%
- COc1ccc(CNC(=O)[C@H](C)NC(=O)N2CCn3c2nc2ccccc23)cc1
  -1%, -1%, -7%, 3%, -5%, 10%, -2%, -11%, 0%, -9%
- CN(C(=S)NC(=O)c1ccc(F)cc1)C1CCCCC1
  -5%, 1.1µM*, -12%, 7%, 46%, 0.89µM*, -8%, 17%, 14%, 2%

Outcome played no part in choosing rows, and some 13% of all compounds hit somewhere here.
